Bioassay records from PubChem BioAssay.
ASM inhibitor: Inhibitors of Secretory Acid Sphingomyelinase (S-ASM): qHTS; Sphingomyelin phosphodiesterase (Homo sapiens), P17405; Potency, µM (series often up to 57.5 µM), without a hit: top-dose activity change, negative = inhibition, usual class: inhibitors; placental ASM, HMU-PC fluorogenic substrate, 60 min; actives 0.006% (n = 340,000); further: potency means the concentration at half of the fitted maximal effect
Target sequence (P17405 47-631 limits assumed): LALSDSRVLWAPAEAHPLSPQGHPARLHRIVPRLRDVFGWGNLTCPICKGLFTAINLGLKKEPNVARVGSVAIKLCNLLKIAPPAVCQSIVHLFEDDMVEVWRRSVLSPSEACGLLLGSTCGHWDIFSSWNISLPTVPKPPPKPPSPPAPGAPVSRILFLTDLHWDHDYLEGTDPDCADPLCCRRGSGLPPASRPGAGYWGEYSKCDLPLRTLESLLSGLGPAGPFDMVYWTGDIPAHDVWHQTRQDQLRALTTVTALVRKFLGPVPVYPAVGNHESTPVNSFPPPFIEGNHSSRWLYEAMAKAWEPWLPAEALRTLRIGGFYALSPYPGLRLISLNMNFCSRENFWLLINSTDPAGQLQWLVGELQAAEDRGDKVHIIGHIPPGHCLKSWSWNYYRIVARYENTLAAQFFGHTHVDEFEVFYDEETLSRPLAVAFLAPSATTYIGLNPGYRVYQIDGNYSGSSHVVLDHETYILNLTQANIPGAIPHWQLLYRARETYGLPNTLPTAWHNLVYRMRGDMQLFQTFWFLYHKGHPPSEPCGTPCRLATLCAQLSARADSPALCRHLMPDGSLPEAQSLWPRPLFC
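Fluorescence read-out (Ex 386 nm, Em 447 nm) after stopping the reaction at pH 10. Enzyme: ASM from human placenta; substrate HMU-PC0, 9 uM final; 60 min, 37 °C. Compound preincubation 10 min, ambient temperature.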
Menin MLL FP TR: qHTS Assay for Inhibitors Targeting the Menin-MLL Interaction in MLL Related Leukemias: Competition With Texas Red Labeled MLL-derived Mutant Peptide | O00255 | Menin + Texas Red MLL mutant peptide, fluorescence polarization | Potency, µM (doses to about 61.6 µM), for the others: top-dose FP activity change, negative = inhibition, usual class: inhibitors | actives 0.23% (n = 270,000); active means well fitted inhibition curve with a large enough effect in the polarisation, with a control signal flat, not every such curve was filed as active; inconclusive means small, poorly fitted or top-dose-only effect, or effect the other way, or a change in a side signal; inactive means no such curve, though single readings can be large or run the other way; the % refers to the polarisation; further: potency means the concentration at half of the fitted maximal effect; % of control where 0% means no effect; many of its hits are not listed in these tables
AT treatment: qHTS Assay for Identifying a Potential Treatment of Ataxia-Telangiectasia | […] A-T fibroblasts, KAP-1 phosphorylation AlphaLISA; neocarzinostatin DNA damage 30 min before lysis | Potency, µM (series often up to 57.5 µM), without a hit: top-dose activation, most hits filed as activators | actives 0.19% (n = 320,000); further: potency means the concentration at half of the fitted maximal effect; % of control where 0% means no effect; nearly all actives have a fitted effect of over 45% in size
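hTERT-immortalized A-T patient fibroblasts ([…]), 500 cells/well in OPTI-MEM, 1% FBS, got compounds for 60 min, then NCS for 30 min at 37C. Lysates were then assayed for phospho-KAP-1 by AlphaLISA (anti-pKAP1 donor, anti-KAP1 acceptor beads), 6 hr at 25C.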
CXXC DNA block: qHTS Fluorescence Polarization Assay for Inhibitors of MLL CXXC domain - DNA interaction; Potency, µM (highest dose often 115 µM), inactives show at the top dose activity change, negative = inhibition, usual class: inhibitors; actives 0.037% (n = 290,000); Histone-lysine N-methyltransferase 2A (Homo sapiens), Q03164; AID 2662, 2010; MLL-CXXC / FITC-HOXA9 DNA fluorescence polarization; active means well fitted inhibition curve with a large enough effect in the polarisation, with a control signal flat, not every such curve was filed as active; inconclusive means small, poorly fitted or top-dose-only effect, or effect the other way, or a change in a side signal; inactive means no such curve, though single readings can be large or run the other way; the % refers to the polarisation; further: potency means the concentration at half of the fitted maximal effect
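Purified MLL-CXXC (added from a 7 uM solution) was preincubated 5 min at ambient with pinned compounds in 50 mM Tris-HCl pH 7.5, 50 mM NaCl, 1 mM DTT, 0.05% BSA. Fluorescein-labeled HOX-A9 DNA (50 nM solution) followed, 30 min, then polarization read.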
TSHR antagonist: Antagonists of the Thyroid Stimulating Hormone Receptor: HTS campaign. TSHR-expressing cells, TSH-stimulated cAMP HTRF, 2 h; stronger effect = lower value. activity change, negative = inhibition, % at 11.5 µM. actives 0.2% (n = 330,000). AID 504810, 2011;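 active means activity change below a set negative limit, meaning inhibition stronger than a set level, cut at about -70% in these data; inconclusive means activity change between two set negative limits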; further: on the % scale 0 is the no-effect control and ±100 the full control effect
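Competitive HTRF cAMP read-out (cryptate anti-cAMP antibody, cAMP-d2; 30 min, room temperature) in freshly harvested TSHR cells. Compounds added before TSH at EC80 (4nM final), followed by 2 hours' incubation at 37 deg C.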
Integrin act MD: qHTS for Activators of Integrin-Mediated Alleviation for Muscular Dystrophy. actives 0.064% (n = 350,000). alpha7betagal myoblasts, beta-gal FDG fluorescence, 48 h. Potency, µM (highest dose often 38.3 µM), for inactives: at the top dose activation, most hits filed as activators;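 further: potency means the concentration at half of the fitted maximal effect; 100% = response of the positive control SU9516; nearly all actives have a fitted effect of over 60% in size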
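Alpha7betagal+/- myoblasts (passage 13) were plated 16-24 hr, then exposed to compounds (1:260 dilution of DMSO stock) for 48 hours at 37C. After MPER lysis, β-galactosidase reporter activity was read as FDG fluorescence (ex 480/em 540) after 30 minutes.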
TCR act: Activators of T cell receptors: qHTS campaign | AID 504894, 2011 | 330,000 tested, under 10 active | primary human leukocytes, anti-CD3, IL-2 HTRF, 48 h | Potency, µM (doses to about 9.22 µM), inactives show at the top dose activation of IL-2 secretion, usual class: activators; further: % of control where 0% means no effect
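Compounds are tested in HTS on primary human leukocytes co-incubated with a-CD3 beads for 48 hr. IL-2 output is measured by time-resolved FRET.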
MBNL1 CUG block: qHTS Assay for Inhibitors of MBNL1-poly(CUG) RNA binding | Muscleblind-like protein 1 (Homo sapiens), Q9NR56 | TR-FRET MBNL1-His/biotin-(CUG)12 binding, 665/545 ratio | Potency, µM (titrated, usually from 57.5 µM), for inactives: top-dose activity change, negative = inhibition, actives largely listed as inhibitors | actives 0.036% (n = 280,000) | AID 2675, 2010; active means well fitted inhibition curve with a large enough effect in the signal ratio, with a control signal flat, not every such curve was filed as active; inconclusive means small, poorly fitted or top-dose-only effect, or effect the other way, or a change in a side signal; inactive means no such curve, though single readings can be large or run the other way; the % refers to the signal ratio; further: potency means the concentration at half of the fitted maximal effect; on the % scale 0 is the no-effect control and ±100 the full control effect
Target sequence (Q9NR56 whole entry, looked up): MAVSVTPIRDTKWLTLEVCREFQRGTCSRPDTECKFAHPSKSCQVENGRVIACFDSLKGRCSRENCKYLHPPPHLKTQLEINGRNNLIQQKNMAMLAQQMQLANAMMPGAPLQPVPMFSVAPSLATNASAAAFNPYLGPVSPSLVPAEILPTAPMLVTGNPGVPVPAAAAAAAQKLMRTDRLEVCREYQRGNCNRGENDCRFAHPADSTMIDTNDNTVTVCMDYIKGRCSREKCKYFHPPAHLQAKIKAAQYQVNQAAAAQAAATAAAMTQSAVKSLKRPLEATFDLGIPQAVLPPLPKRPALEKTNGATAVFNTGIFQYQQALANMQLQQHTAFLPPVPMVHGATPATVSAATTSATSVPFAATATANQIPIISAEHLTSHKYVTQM
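TR-FRET readout: Ex 340 nm, 665/545 nm emission ratio, normalized to buffer-only (basal) and MBNL1-(CUG)12 controls. Complex of MBNL1-His with Biotin-(CUG)12, compounds 92 nM–58 uM, incubated 60 min at room temperature.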
Mito fusion yeast: qHTS Assay for Small Molecule Inhibitors of Mitochondrial Division or Activators of Mitochondrial Fusion. S. cerevisiae fusion-defective mutant growth rescue, CellTiterGlo 48 h. actives 0.23% (n = 320,000). Potency, µM (series often up to 46.1 µM), inactives show top-dose growth rescue (activation), usual class: activators;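 further: potency means the concentration at half of the fitted maximal effect; % of control where 0% means no effect; nearly all actives have a fitted effect of over 45% in size; temperature-sensitive fusion mutants such as fzo1-1 at 37 °C on non-fermentable ethanol glycerol medium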
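Yeast fusion mutant, YPEG (non-fermentable carbon), compound, 48 h at 37C non-permissive; CellTiterGlo added, 10 min RT, luminescence read. Rescued growth = division inhibition.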
PTAP TSG101 blk: qHTS Assay for Iinhibitors of HIV-1 Budding by Blocking the Interaction of PTAP/TSG101; Tumor susceptibility gene 101 protein (Homo sapiens), Q99816; Fluorescence polarization, FITC-PTAP peptide / Tsg101 binding; Potency, µM (top dose mostly 115 µM), without a hit: at the highest dose activity change, negative = inhibition, hits mostly inhibitors; 340,000 tested, under 10 active; AID 493005, 2010; active means well fitted inhibition curve with a large enough effect in the main read-out, with a control signal flat, not every such curve was filed as active; inconclusive means small, poorly fitted or top-dose-only effect, or effect the other way, or a change in a side signal; inactive means no such curve, though single readings can be large or run the other way; further: potency means the concentration at half of the fitted maximal effect; % of control where 0% means no effect
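Tsg101 binding domain (10 uM final) was mixed with compound and a FITC-labeled PTAP peptide (50 nM final) in HEPES pH 7.5 buffer with NaCl, Tween 20, EDTA and TCEP; fluorescence polarization was read after 20 min at r.t.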
Starred values were filed as active, the others as inactive; ? = inconclusive; . = not tested or not shown; & = joins results of further samples; [ ] = remark or other dose. Unless noted, the call rests on the fitted dose curve; in most records, active means well fitted curve in the direction sought with a large enough effect; inconclusive means small, poorly fitted or top-dose-only effect, or another doubt; inactive means no such curve, though single readings can be large; an effect the other way counts as inactive or inconclusive.

SMILES	ASM inhibitor	Menin MLL FP TR	AT treatment	CXXC DNA block	TSHR antagonist	Integrin act MD	TCR act	MBNL1 CUG block	Mito fusion yeast	PTAP TSG101 blk
CCc1ccc(OCC(O)CN2CCN(c3ccc(OC)cc3)CC2)cc1 (configuration not stated)	-1%	?	-9%	0%	-25	10%	1%	-6%	-18%	-2%
CC(=O)c1c(C)[nH]c(C(=O)COc2ccc(C#N)cc2)c1C	-1%	2%	6%	-5%	11	2%	7%	2%	-1%	0%
O=C(O)c1cccc(NC(=O)c2ccccc2)c1	-1%	.	.	.	.	25%	1%	.	.	-1%
COc1ccc(NC(=S)Nc2ncccc2C)c(OC)c1	-1%	27%	0%	9%	-2	-47%[inhibitor]	.	-3%	1%	-3%
Cc1ccc(NC(=O)CSCc2nc3c(nnn3Cc3ccc(F)cc3)c(=O)[nH]2)c(C)c1	-4%	-12%	3%	6%	-8	20%	-1%	-19%	0%	-4%
CC(C)c1ccc(NC(=S)N2CCN(S(=O)(=O)c3ccccc3)CC2)cc1	-5%	.	2%	4%	2	-23%	6%	1%	-11%	0%
Cc1ccc(NC(=O)c2cncc(Br)c2)nc1	2%	.	1%	-2%	7	?	2%	0%	0%	-6%
CCn1c(SCC(=O)NNC(=O)c2ccc(OC)cc2)nnc1-c1cccnc1	-2%	-1%	-2%	-18%	0	0%	-3%	0%	-2%	-2%
Clc1ccc(OCCCc2nc(-c3cccnc3)no2)c(Cl)c1	-3%	14%	18%	-13%	-8	-9%	-4%	-7%	2%	-1%
Cc1ccc2c(=O)[nH]c(Cc3ccccc3C(=O)O)nc2c1	1%	.	10%	-2%	-7	-17%	-1%	-9%	-9%	-1%
Cc1ccc(C)c(NC(=S)N2CCN(S(=O)(=O)c3ccccc3)CC2)c1	0%	2%	15%	8%	-14	-12%	3%	-7%	-7%	0%
COc1ccc(C(=O)Nc2ncccc2C)cc1S(=O)(=O)N1CCCc2ccccc21	4%	.	-1%	.	6	8%	1%	.	-4%	-5%
O=C(NCCSCc1ccccc1)c1ccc(F)cc1	6%	8%	2%	0%	-1	7%	-5%[46.1 µM]	-16%	-2%	1%
CC(C)OC(=O)c1ccccc1C(=O)c1ccc(N)c([N+](=O)[O-])c1	-6%	17%	4%	-17%	0	9%	-8%	?	17%	-6%
CC(=O)Oc1ccc(C(=O)O)c(OC(C)=O)c1	1%	.	4%	1%	-9	-5%	1%	.	-1%	-6%
Cc1ccc(S(=O)(=O)c2c(N)n(Cc3ccco3)c3nc4ccccc4nc23)cc1C	.	.	15%	4%	-2	4%[7.66 µM]	4%	18%	24%	-5%
COC(=O)[C@@]1(Cc2ccc(F)cc2)[C@H]2c3cc(C(=O)N(C)C)n(Cc4nc5ccccc5[nH]4)c3C[C@H]2CN1C(=O)c1ccccc1	100%[activator]	-3%&0%	-5%	34%[activator]	7	17%	-2%	-15%	0%	.
Cc1ccc(NC(=O)Cn2nnc3ccccc3c2=O)cc1C	-4%	24%	-2%	-1%	-2	1%	0%	10%	23%	-1%
O=S(=O)(NCC(Nc1ccc(Cl)cc1)c1ccccc1)c1ccccc1 (configuration not stated)	-14%	?	7%	15%	-7	-1%	1%	.	-3%	2%
COc1ccc(S(=O)(=O)N2CCN(C)CC2)cn1	5%	1%	-2%	-9%	6	0%	12%	-7%	-3%	-1%
Cc1cc(C(=O)OCC(=O)N2CC(C)CC(C)C2)c(C)o1 (configuration not stated)	-1%	-2%	3%	-4%	-12	-7%	-3%	7%	2%	-4%
COc1ccc(-c2cc(C(F)(F)F)n3ncc(C(=O)N4CCCCC4c4cccnc4)c3n2)cc1 (configuration not stated)	.	-4%	10%	1%	14	-18%	4%	7%	-2%	-1%
O=C(Nc1ccc(Cl)c(C(F)(F)F)c1)c1ccco1	-4%	41%[activator]	-2%	-2%	0	?	1%	-2%	2%	6%
CCN1CCN(C(=O)CCN2C(=O)COc3ccc(C)cc32)CC1	7%	1%	-3%	-3%	-9	-8%	2%	3%	0%	-9%
Cc1cc(=O)oc2cc(OCC(=O)Nc3ccc(CN4CCOCC4)cc3)ccc12	1%	-2%	11%	5%	-2	-42%	5%	0%	-3%	-4%
C=C1CCC[C@]2(C)C[C@H]3OC(=O)C(CN(Cc4ccc(OC)c(OC)c4)CC(C)O)[C@H]3CC12 (some centres not stated)	4%	?	-2%	15%	-33	-72%[inhibitor]	4%	-3%	-1%	-6%
O=C(Cc1cccs1)Nc1nnc(SCc2ccc(F)cc2)s1	0%	-9%	3%	22%	-11	13%	1%[46.1 µM]	2%	-1%	-2%
Cc1ccc2c(CC(=O)NNC(=O)c3ccccc3O)coc2c1	8%	.	-7%	.	0	-16%	1%	.	0%	-5%
Cc1cc(C)n2nc3nc4c(cc3c2n1)CCCC4	.	?	-5%	-10%	-12	18%	0%	24%	-2%	?
CC(C)(C)[C@@H]1COC(=O)[C@@H](NC(=O)OCC2c3ccccc3-c3ccccc32)C/C=C\C[C@@H](CC(=O)NCCO)C(=O)N1	0%	.	6%	.	-8	-20%	-3%	.	.	-4%
COc1ccc([C@]2(C(C)C)ON(c3ccccc3C(F)(F)F)C2=O)cc1	-4%	.	2%	.	-6	-17%	-4%	.	-26%	0%
COc1ccc(NC(=O)C2C3C=CC(C3)C2C(=O)NCc2ccco2)c(OC)c1 (configuration not stated)	1%	17%	.	11%	8	18%	0%[46.1 µM]	-21%	-3%	-2%
COc1cccc(OC)c1-c1nn2c(-c3ccccc3Cl)nnc2s1	-9%	-20%	4%	36%[activator]	-5	?	1%	0%	4%	-1%
Cc1cccc(N(CC(=O)Nc2ccc(-c3nc4ccc(C)cc4s3)cc2)S(C)(=O)=O)c1	44%[activator]	?	7%	31%[activator]	-4	-3%	-16%	10%	1%	0%
CCOC(=O)c1ccc(NC(=S)NNC(C)(C)C)cc1	-5%	.	26%	1%	-31	-37%	7%	-8%	2%	-3%
NS(=O)(=O)c1ccc(N=Nc2c(=O)[nH]n3c(=O)c4c([nH]c23)CCCC4)cc1	-4%	?	-10%	23%	3	-44%	1%	?	0%	-11%
CCN1C[C@@H]2[C@@H]3C(=O)N(C)C(=O)[C@@H]3[C@](Cc3ccccc3)(C1=O)N2C(=O)c1ccc(F)cc1	5%	.	.	.	.	-17%	4%	.	.	-2%
O=C(c1ccc(Br)o1)N1CC=C(c2ccccc2)CC1	2%	.	1%	.	-19	-2%	-1%	.	.	-3%
COc1ccc(-n2nc(C(=O)NCC(=O)N3CCN(Cc4ccccc4)CC3)c3ccccc3c2=O)cc1OC	1%	-26%	3%	-3%	2	-32%	0%	-2%	-4%	0%
COc1ccccc1Nc1ccc2nonc2c1[N+](=O)[O-]	-2%	15%	-2%	5%	1	21%	2%	?	1%	-2%
CCOC(=O)COc1ccc(S(=O)(=O)N2CCN(c3ccccc3F)CC2)cc1	-1%	7%	2%	1%	-19	14%	9%	-2%	0%	-1%
CC(C)(O)[C@H](O)COc1c2ccoc2cc2oc(=O)ccc12	18%	-3%	15%	-2%	-5	26%	-9%	-4%	-5%	2%
CC(c1ccccc1)n1c(Br)nc2c1c(=O)[nH]c(=O)n2C (configuration not stated)	3%	4%	3%	1%	8	-23%	.	-6%	3%	-2%
COC1CCN(Cc2cn(Cc3ccccc3)nc2-c2cc3ccccc3o2)CC1	2%	-24%	1%	1%	-3	-48%[inhibitor]	-3%	-9%	-4%	-6%
COc1ccc(/C(C)=N\Nc2nc(-c3ccccc3)cc(=O)[nH]2)cc1	114%[activator]	9%	-4%	1%	-7	?	2%[46.1 µM]	3%	-3%	-4%
Cc1noc(C)c1S(=O)(=O)N(CC(=O)NC1CCCC1)c1ccc(C(C)C)cc1	-1%	.	-5%	1%	-1	-6%	-4%	-2%	1%	0%
CCN(C(=O)c1sc(N)c(C#N)c1C)C1CCCCC1	-2%	2%	3%	9%	-9	15%	2%	4%	-4%	-1%

An excerpt; rates above refer to the full screens.
